Screening results: PubChem BioAssay, National Center for Advancing Translational Sciences (NCATS)
D1 potentiator – human D1 dopamine receptor positive modulation; potentiation, % at 10 µM; 360,000 tested, 0.036% active; P21728; AID 504651; HEK293 TREx D1 cells, calcium flux, dopamine EC20 potentiation; in the data active = potentiation above about 30%; also: 0% is about no effect
D2 agonist – D2 dopamine receptor (human) agonism | 340,000 tested, 0.53% active | HEK293 T-REx D2 cells, calcium flux agonist mode | AID 485358 | P14416 | activation, % at 2 µM;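 active = activation over 3 SD above normal in the single-dose calcium agonist read, cut at about 30% in these data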; also: 0% is about no effect
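Calcium-flux readout, 1 cycle/sec over 180 s following compound pin transfer, in inducible HEK293 Trex D2 cells (force-coupled); dopamine controls included. Positive calcium responses during this window marked compounds as potential agonists.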
D2 antagonist – D2 dopamine receptor (human) antagonism; inhibition, % at 10 µM; 340,000 tested, 2% active; P14416; HEK293 TREx D2 cells, calcium flux, dopamine EC80; in the data active = inhibition above about 30%; also: 0% is about no effect
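Compounds are added to dye-loaded, induced HEK293 T-REx cells coupled to calcium release via D2; after a 3 min kinetic read an EC80 dopamine stimulus is given and fluorescence is recorded for 3 more min.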
RXFP1 antag – blocks the human relaxin receptor RXFP1; HEK293-RXFP1, relaxin-stimulated cAMP HTRF, 30 min; hits give low values; activity change, negative = inhibition, % at 57.5 µM; 350,000 tested, 0.59% active; AID 1259400;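 active = activity change of -60% or lower, but not beyond a set lower limit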; also: % is scaled to controls: 0 for no effect and ±100 for the full control effect
Target sequence (Q9HBX9 whole entry, looked up): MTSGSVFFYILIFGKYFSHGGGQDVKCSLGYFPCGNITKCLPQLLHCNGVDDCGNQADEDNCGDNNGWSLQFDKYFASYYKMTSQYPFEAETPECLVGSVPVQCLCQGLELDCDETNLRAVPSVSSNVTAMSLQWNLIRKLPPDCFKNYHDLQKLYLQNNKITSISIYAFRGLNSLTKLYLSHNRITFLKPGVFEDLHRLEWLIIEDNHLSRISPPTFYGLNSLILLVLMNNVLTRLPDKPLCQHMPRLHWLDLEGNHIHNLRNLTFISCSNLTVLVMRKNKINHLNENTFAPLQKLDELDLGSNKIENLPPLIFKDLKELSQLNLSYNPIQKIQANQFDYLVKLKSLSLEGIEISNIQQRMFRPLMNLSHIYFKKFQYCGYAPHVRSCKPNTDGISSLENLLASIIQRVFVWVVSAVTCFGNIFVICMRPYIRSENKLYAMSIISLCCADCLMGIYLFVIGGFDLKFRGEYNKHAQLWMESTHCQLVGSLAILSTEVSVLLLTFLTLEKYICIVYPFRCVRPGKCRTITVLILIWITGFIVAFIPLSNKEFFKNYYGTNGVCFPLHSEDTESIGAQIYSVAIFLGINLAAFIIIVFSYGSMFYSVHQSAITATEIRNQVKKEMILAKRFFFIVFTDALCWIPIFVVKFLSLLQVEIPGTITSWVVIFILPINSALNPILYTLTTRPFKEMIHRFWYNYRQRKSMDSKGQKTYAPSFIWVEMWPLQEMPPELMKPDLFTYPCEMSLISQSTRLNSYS
TRHR enhancer – TRH receptor (human) allosteric enhancement | P34981 | 360,000 tested, 0.66% active | TRHR cells, fluo-8 calcium fluorescence, EC20 TRH enhancement | enhancement, % at 2 µM | AID 493056; in the data active = enhancement above about 30%; also: 0% is about no effect
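TRHR-expressing cells loaded with fluo-8 calcium dye were read kinetically (ex 480/em 530) during compound addition, then stimulated with an EC20 of TRH (10 nM final). Enhancement of the Gq-mediated intracellular calcium response was scored.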
D2 potentiator – positively modulates the human D2 dopamine receptor allosterically. potentiation, % at 10 µM. 340,000 tested, 0.34% active. P14416. HEK293 T-REx D2, calcium flux, EC20 dopamine potentiation. AID 485347;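 active = potentiation over 3 SD above the plate norm, cut at about 30% in these data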; also: 0% is about no effect
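Potentiation of an EC20 dopamine calcium response is measured in a force-coupled, tetracycline-inducible Hek293 Trex D2 line. Compound-only kinetic reads over 180 s flag agonists before dopamine addition.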
D1 ag – human D1 receptor agonism | HEK293 T-REx D1 cells, calcium flux, agonist mode | P21728 | AID 504660 | activation, % at 2 µM | 360,000 tested, 1% active; also: 0% is about no effect
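Agonism was scored from calcium flux recorded over 180 s (1 read/s) after pintool compound addition, following a 10-cycle baseline. Cells were inducible force-coupled HEK293 TREx D1, plated overnight at 30 C and loaded with no-wash calcium dye.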
D1 antag – antagonists of human D1 dopamine receptor. activity change, negative = inhibition, % at 10 µM. 360,000 tested, 3.2% active. HEK293 TREx D1 cells, calcium flux, dopamine EC80; hits give low values; in the data active = activity change below about -30%; also: % is scaled to controls: 0 for no effect and ±100 for the full control effect
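Inducible Hek293 Trex D1 cells (tetracycline, overnight, 30 C). Calcium dye 30–90 min RT. Antagonist mode: EC80 dopamine added after 180 s compound read.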
TRHR ag – agonists of human TRH receptor; TRHR cells, calcium flux fluo-8, FDSS agonist mode; activation, % at 2 µM; 360,000 tested, 0.18% active; also: 0% is about no effect
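Steps: seed TRHR cells overnight; add fluo-8 no-wash Ca dye, RT 30 min–1.5 h; record 10 s baseline; pin-transfer compounds; monitor fluorescence 1 cycle/s for the agonist window. Calcium increases flag candidate agonists.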
Numbers without * were called inactive; · = no result given. Rule as the data show it, unless noted: active = activation above about 30%; inactive = the rest. Compounds were not picked by outcome (roughly 7.3% active in at least one column).

SMILES	D1 potentiator	D2 agonist	D2 antagonist	RXFP1 antag	TRHR enhancer	D2 potentiator	D1 ag	D1 antag	TRHR ag
Cc1cccc(CN2CCCC(C(=O)Nc3ccccc3Oc3cccnc3)C2)c1 (configuration not stated)	2	-0.7	-39	4	9	-15	-1	-29	-0.3
CC1(C)SC(=S)N(Cc2ccc3c(c2)OCO3)C1N(O)C(=O)NC1CCCCC1 (configuration not stated)	5	-0.8	-7	-18	19	-17	6	5	-0.1
CC1C(Br)C(=O)NC(=O)N1Cc1ccccc1 (configuration not stated)	0	·	·	9	-5	·	-3	-12	0.3
c1ccc(C2CCC(N3CCC(N4CCCCC4)CC3)CC2)cc1 (configuration not stated)	2	0.5	-21	·	6	5	2	-1	1.3
Cc1ccc(Cn2c(=O)c3ccccc3n3c(SCC(=O)N4CCCCC4C)nnc23)cc1 (configuration not stated)	-8	0.6	27	-30	-8	6	0	14	-0.9
Cc1ccc(S(=O)(=O)N2CCN=C2SCc2c(F)cccc2Cl)cc1	-1	1.5	-5	4	-15	0	8	-21	0.2
Cc1ccc(NC(C)C(=O)N/N=C/c2c[nH]c3ccccc23)cc1 (configuration not stated)	-4	1.1	-2	-9	10	1	3	11	0.2
CC1CCN(S(=O)(=O)c2ccc(NC(=O)Cn3nnc(-c4ccccc4)n3)cc2)CC1	14	-0.7	-7	-16	21	0	6	1	0.6
CCCN(CCC)C(=O)CCSCCC(=O)N(CCC)CCC	-6	0.5	8	-5	-3	0	8	-10	0.7
CCCn1nnnc1NCc1ccccc1Cl	0	-0.4	-4	0	4	14	3	-8	-0.2
OCCNCCOc1ccccc1-c1ccccc1	-4	3.3	66*	-4	0	-10	2	·	-0.5
Cc1ccc(S(=O)(=O)N2CCCCC2)cc1NC(=O)COC(=O)c1ccc(=O)[nH]c1	-8	1.0	10	5	-6	-14	2	-11	-0.2
COCCCNC(NC(=O)c1ccc(Cl)cc1)C(Cl)(Cl)Cl (configuration not stated)	-6	0.2	-6	-8	-5	3	7	7	-0.8
COc1cccc(Oc2nccc(N(C)C)c2C#N)c1	-5	0.7	4	15	0	-3	1	-3	0.5
C/C(=N/NC(=O)COc1cc(C)ccc1C(C)C)C(=O)O	-2	0.1	-1	-1	3	-2	-3	1	0.0
CC(C)(C)Sc1ccc(N)nc1	-3	-0.2	-9	-5	-1	6	1	-3	1.7
Clc1cccc(-n2ncc3c(N4CCC(Cc5ccccc5)CC4)ncnc32)c1	1	-0.2	·	-3	29	0	-2	5	0.1
O=C(CN(C(=O)c1csnn1)c1ccccc1Cl)NC1CCCCC1	-8	0.5	8	1	-2	-5	1	-6	-0.3
CN(C)CCNC(NC(=O)c1cccs1)C(Cl)(Cl)Cl (configuration not stated)	3	0.9	4	·	2	0	4	-17	0.3
CCC(=O)Nc1nnc(SCc2ccc(F)cc2)s1	1	0.3	-8	-9	3	13	1	-11	0.1
O=C(Cc1c(F)cccc1Cl)NCCc1c[nH]c2ccccc12	-4	0.1	-14	-6	18	7	11	-10	-0.6
O=C(NCc1cccnc1)c1ccc(S(=O)(=O)N2CCCCC2)cc1	-5	-0.1	4	-10	-1	4	3	2	0.5
Cc1ccccc1N1CCN(S(=O)(=O)N(C)C)CC1	-3	-0.1	20	-5	-5	1	1	-5	0.0
COc1ccc(Cc2noc(CN3CCC(c4ccncc4)CC3)n2)cc1OC	-3	0.5	-13	6	-4	-5	6	-18	0.2
C/C(=N\NC(=S)Nc1c(C)cccc1C)c1cc2ccccc2o1	2	0.5	-6	1	1	-4	4	3	0.0

Of the compounds above, 3 contain two or more sulfur atoms.
SMILES	D1 potentiator	D2 agonist	D2 antagonist	RXFP1 antag	TRHR enhancer	D2 potentiator	D1 ag	D1 antag	TRHR ag
CC1(C)SC(=S)N(Cc2ccc3c(c2)OCO3)C1N(O)C(=O)NC1CCCCC1 (configuration not stated)	5	-0.8	-7	-18	19	-17	6	5	-0.1
Cc1ccc(S(=O)(=O)N2CCN=C2SCc2c(F)cccc2Cl)cc1	-1	1.5	-5	4	-15	0	8	-21	0.2
CCC(=O)Nc1nnc(SCc2ccc(F)cc2)s1	1	0.3	-8	-9	3	13	1	-11	0.1

Part of the list above, with each value named:
molecule: Cc1ccc(S(=O)(=O)N2CCN=C2SCc2c(F)cccc2Cl)cc1
  D1 potentiator: -1 | D2 agonist: 1.5 | D2 antagonist: -5 | RXFP1 antag: 4 | TRHR enhancer: -15 | D2 potentiator: 0 | D1 ag: 8 | D1 antag: -21 | TRHR ag: 0.2

molecule: Cc1ccc(NC(C)C(=O)N/N=C/c2c[nH]c3ccccc23)cc1 (configuration not stated)
  D1 potentiator: -4 | D2 agonist: 1.1 | D2 antagonist: -2 | RXFP1 antag: -9 | TRHR enhancer: 10 | D2 potentiator: 1 | D1 ag: 3 | D1 antag: 11 | TRHR ag: 0.2

(more compounds)
SMILES	D1 potentiator	D2 agonist	D2 antagonist	RXFP1 antag	TRHR enhancer	D2 potentiator	D1 ag	D1 antag	TRHR ag
CCCCn1cnc2cc(C)c(C)cc21	2	-0.4	-7	-18	5	1	0	-9	1.1
CCN(Cc1cnn(C)c1)C(=O)c1ccc(OC2CCN(S(=O)(=O)N(C)C)CC2)cc1	-5	1.6	-28	11	9	11	9	-42*	-1.9
O=C(CN1CCN(CCN2C(=O)c3cccc4cccc(c34)C2=O)CC1)c1ccc(Cl)cc1	-2	0.6	0	·	7	-1	3	-4	0.3
Cc1cc(C)cc(C(=O)NCCCN2CCOCC2)c1	11	0.2	-4	-12	8	3	2	9	0.2
CC(C)(C)c1ccc(S(=O)(=O)Nc2cccnc2)cc1	2	0.8	12	12	-2	-4	8	-15	0.6
COc1cc(OC)cc(C(=O)Nc2cc(-c3cn4cccnc4n3)ccc2C)c1	-2	0.0	-7	-17	-3	-6	-2	-1	0.1
COc1cc(C(=O)Nc2sc3c(c2C(N)=O)CCC(C)C3)cc(OC)c1OC (configuration not stated)	0	0.0	·	-11	10	-3	-1	7	-0.4
O=C(CN1CCN(c2ccccc2)CC1)N/N=C/c1cccc(F)c1	3	4.4	10	-14	-1	2	1	-7	0.1
O=C(OCC1CCCO1)c1ccc2c(c1)N(Cc1cccc(Cl)c1)C(=O)c1ccccc1S2(=O)=O (configuration not stated)	-1	-0.8	·	-19	-3	2	8	-10	0.3
Cc1ccc(OCC(=O)Nc2ccncc2)cc1	-1	0.0	-1	5	-6	-3	4	-7	0.0
CCOc1ccc(Nc2nc(NCC(=O)O)nc(N)c2[N+](=O)[O-])cc1	-4	-1.6	4	-4	2	-12	2	-8	-0.1
Cc1ccc(-n2ncc3c(Nc4ccc(Oc5ccccc5)cc4)ncnc32)cc1	-1	0.3	·	4	1	-13	-1	-15	0.6
Cc1cc(C(=O)N/N=C2\CC(=O)CC(C)(C)C2)c2ccccc2n1	0	·	·	2	-5	·	1	6	0.3
COc1ccc(Cl)cc1NC(=O)CN(C)C(=O)c1ccc(OCc2ccccc2)c(OC)c1	-12	0.5	37*	-12	-8	-11	6	-7	1.2
CCn1c(SCC(=O)Nc2ccc3c(c2)OCO3)nnc1C(C)C	0	2.3	-10	4	-5	-17	-2	17	0.3
C=CCc1cc(OC)ccc1OCCCCn1cncn1	-4	0.2	-2	3	3	5	3	-22	-0.6
CC(C)C(NC(=O)CCNC(=O)c1ccccc1Cl)c1nc2ccccc2[nH]1 (configuration not stated)	4	0.1	1	4	5	-4	2	-17	-0.1
COc1ccc(NC(=O)Cn2cc(C(=O)c3cccs3)c3ccccc32)cc1	-3	-0.6	·	-16	-1	·	1	-28	0.3
Cc1sc2nc(CSCC(=O)NC3(C#N)CCCCC3)[nH]c(=O)c2c1C	0	0.6	-11	-2	2	17	2	5	2.5
CN(C)C(CNC(=O)C1CC(=O)N(Cc2ccccc2)C1)c1ccccc1 (configuration not stated)	-7	0.2	0	-6	0	0	0	21	0.1
O=C1CN=C(Nc2ccccc2)N1Cc1cccs1	-2	0.0	-23	13	-2	12	0	1	-0.5
Cc1ccc(C)c(NC(=O)C2C(c3ccccc3)C2(Cl)Cl)c1 (configuration not stated)	-1	0.1	-7	-8	1	0	3	-23	-0.3
CCOC(=O)C=Nc1c(N)n(C)c(=O)n(C)c1=O	-5	-0.3	1	·	-5	-3	5	-29	-0.4
CCC(C(=O)NCCCc1ccccc1)n1nc(C)c2c(C)n(-c3ccccc3)nc2c1=O (configuration not stated)	1	-0.4	1	-62*	-4	-6	1	-4	-0.6
Cc1ccc(Cn2cc(CCC(=O)NCC(C)c3ccccc3)c3ccccc32)cc1 (configuration not stated)	-5	0.0	·	3	5	0	23	-6	-0.8
CCC(C)NC(=O)CN1C(=O)CC(C)(C)S(=O)(=O)c2ccccc21 (configuration not stated)	·	-0.4	11	4	6	-3	2	28	0.3
CCN(CC)C(=O)COc1ccc(CC(=O)O)cc1OC	7	0.5	-1	4	10	-4	0	2	-0.2

Compound profiles, from the list above.
COc1cc(OC)cc(C(=O)Nc2cc(-c3cn4cccnc4n3)ccc2C)c1 as listed: D1 potentiator = -2; D2 agonist = 0.0; D2 antagonist = -7; RXFP1 antag = -17; TRHR enhancer = -3; D2 potentiator = -6; D1 ag = -2; D1 antag = -1; TRHR ag = 0.1
C=CCc1cc(OC)ccc1OCCCCn1cncn1 as listed: D1 potentiator = -4; D2 agonist = 0.2; D2 antagonist = -2; RXFP1 antag = 3; TRHR enhancer = 3; D2 potentiator = 5; D1 ag = 3; D1 antag = -22; TRHR ag = -0.6

RXFP1 antag, hit marks shown above
structure	D1 potentiator	D2 antagonist	RXFP1 antag	TRHR enhancer	D2 potentiator	D1 ag	D1 antag
CCC(C(=O)NCCCc1ccccc1)n1nc(C)c2c(C)n(-c3ccccc3)nc2c1=O (configuration not stated)	1	1	-62*	-4	-6	1	-4
